From PubChem BioAssay
AID2073: disruptors of CaV2.2 binding to Mint1 – biochemical, HTRF (AID 2073); HTRF protein-protein interaction, Mint1-CaV2.2; higher % means a stronger effect; inhibition, % at 20 µM, or IC50 in µM where a hit was titrated; actives 0.19% (n = 290,000); in the data active = inhibition mostly above about 51%, no sharp cut-off; inconclusive = no clear call, values can overlap the other calls; inactive = mostly below about 53%; also: some results filed as inactive read as strong as hits
Lipid droplet: modulators of hepatic lipid droplet formation; inhibition, % at 6.5 µM; AID 1656; AML12 mouse hepatocytes, oleate lipid droplets, BODIPY imaging; actives 0.4% (n = 240,000);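 active = lipid droplet intensity inhibited by at least 50%, with more than 500 cells counted; inconclusive = wells with under 300 cells, treated as cytotoxic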
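Assay system: AML12 hepatocytes (mouse) / Also added: 100 µM oleic acid challenge / Times: overnight treatment with compound plus oleate / Detection: high-content imaging of BODIPY-stained droplets and DAPI nuclei / Evaluation: % inhibition of lipid droplet signal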
XIAP displacement: small molecules displacing peptide from XIAP – biochemical, IAP family, fluorescence polarization (AID 1018); XIAP BIR domain, fluorescence polarization peptide displacement; higher % means a stronger effect; one-dose displacement, % at 20 µM; IC50 in µM for titrated hits; actives 0.007% (n = 200,000); in the data active = displacement above about 50%; also: a part of the inactive calls stands beside numbers as strong as those of hits
LYP phosphatase: PTPN22 lymphoid phosphatase activity blockers – biochemical, fluorescence intensity, uHTS (AID 1779); recombinant LYP phosphatase, fluorescence intensity; higher % means a stronger effect; inhibition, % at 11.5 µM; hits with a dose series show IC50 in µM; actives 0.054% (n = 290,000);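 also: plate controls were vehicle with enzyme for no effect and no enzyme for full effect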
HIV fusion peptide: inhibitors of HIV fusion peptide binding, primary screen, biochemical, uHTS, fluorescence dequenching (AID 1986) | cell-free peptide binding, fluorescence dequenching, 30 min; higher % means a stronger effect | inhibition, % at 20 µM; hits with a dose series show IC50 in µM | actives 0.3% (n = 290,000); in the data active = inhibition mostly above about 52%, no sharp cut-off; inactive = mostly below about 76%; also: some results filed as inactive read as strong as hits
Myeloid diff 2: myeloid differentiation induction; actives 1% (n = 360,000); ER-HoxA9 myeloid progenitors, lysozyme-GFP differentiation, flow cytometry; calls only at 10 µM;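 active = normalized GFP-positive differentiation at or above the plate's own cutoff, the solvent-only control mean plus 3 SD; inconclusive = no clear call, values can overlap the other calls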;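 also: cells exposed to compound for four days before flow analysis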
NOD2 inhibition: NOD2 signaling inhibitors, cell-based, luminescence, uHTS, HEK293 (AID 1566); inhibition, % at 4 µM, or EC50 in µM where a hit was titrated; HEK293 NOD2/NF-kB luciferase reporter, luminescence; higher % means a stronger effect; actives 0.63% (n = 290,000); also: many of its hits are not listed in these tables
Dengue-2 NS5 capping: flavivirus cap methylation enzyme inhibition – biochemical, confirmation dose response, primary screen (AID 588689) | Dengue-2 NS5 methyltransferase capping enzyme assay, biochemical; higher % means a stronger effect | one-dose inhibition, % at 25 µM; IC50 in µM for titrated hits | actives 0.3% (n = 340,000); in the data active = a potency from the dose series; inconclusive = inhibition above about 29% without an active follow-up result
SIAH1 antagonists: Siah-1 peptide-binding antagonists, primary screen, biochemical, fluorescence polarization, rhodamine-plectin, uHTS (AID 1817) | actives 0.02% (n = 290,000) | displacement, % at 20 µM; hits with a dose series show IC50 in µM | Siah-1 / rhodamine-plectin peptide fluorescence polarization; higher % means a stronger effect;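 active = displacement of at least 50% at 20 µM, with a fluorescence ratio check between 0.3 and a set limit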;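 also: plate controls were Siah plus tracer with DMSO for no effect and tracer alone without Siah for full effect; strong numbers were not always called active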
Lipid droplet cells 6.5 µM: recorded beside Lipid droplet, whose call it bears; cell count; measured here: cell count, cytotoxicity flag;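 cells counted across two imaged fields per well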
Dengue-2 NS5 capping pilot replicate: recorded beside Dengue-2 NS5 capping, whose call it bears; inhibition, %; measured here: pilot screen replicate inhibition
Myeloid diff 2 GFP+ MAC1+ %: further read-out of Myeloid diff 2, marked with its call; GFP+ MAC1+ double positive, %; measured here: differentiation confirmed by MAC1 staining
The depositor's hits bear a star; i = inactive; ? = inconclusive; . = not tested or not shown; + = active, no number. Rule as the data show it, unless noted: active = inhibition above about 50%; inactive = the rest.

SMILES | AID2073 | Lipid droplet | Lipid droplet cells 6.5 µM | XIAP displacement | LYP phosphatase | HIV fusion peptide | Myeloid diff 2 | Myeloid diff 2 GFP+ MAC1+ % | NOD2 inhibition | Dengue-2 NS5 capping | SIAH1 antagonists | others
COc1cc(C(=O)O)nc2ccc([N+](=O)[O-])cc12 | 84% | 2 | 718 | -7.8% | -2% | -0.7% | i | 0.2 | -3% | -5% | -6%
Cc1ccc2nc(-c3ccccc3)oc(=O)c2c1 | 1% | 12 | 787 | . | -6% | 1.5% | i | 0.8 | 7% | 17% | 11% | Dengue-2 NS5 capping pilot replicate=1.5
Cc1cccc(C(=O)Nc2scc(CC(C)C)c2C(=O)O)c1 | 1% | 0 | 638 | 1.4% | 2% | 19% | i | 0.5 | . | 9% | 8%
O=C(/C=C/c1ccc(Cl)cc1)NCCCN1CCOCC1 | 2% | -9 | 829 | . | -6% | -0.1% | i | 1.3 | 7% | -7% | 0%
C=CCN(CC=C)CCOc1ccc(OC(C)C)cc1 | -6% | 2 | 665 | -5.5% | -3% | 1.3% | i | 0.4 | -8% | 5% | 4%
Cc1ccc2c(c1)c(C1=NC(=S)NC1=O)c(O)n2C | -8% | 0 | 643 | -8.3% | -7% | 0.1% | i | 0.9 | 4% | -5% | -8%
CCOc1ccc(NC(=O)C2CCN(S(=O)(=O)c3cccnc3)CC2)cc1 | 24% | -16 | 723 | -0.3% | 0% | 1.9% | i | 7.3 | 9% | 3% | -2%
Cc1ccc(NC(=S)c2ccncc2)c(C)c1 | 6% | -1 | 730 | . | -8% | 2.1% | i | 0.9 | 26% | -5% | 2%
CCOC(=O)C1CCN(C(=O)N(CC)CC)CC1 | -3% | 1 | 660 | -0.9% | -6% | 0.6% | i | 0.7 | -8% | -6% | 7%
CC1(C)Cc2c(C#N)c(NCCc3ccccc3)nc(-c3ccco3)c2CO1 | 15% | 21 | 653 | -5.6% | 5% | 15% | i | 0.3 | 4% | -2% | 1%
O=C(CN1C(=O)c2cccnc2Oc2ccc(Cl)cc21)NCCc1ccccc1 | 12% | -3 | 730 | . | -8% | -1.1% | i | 2.6 | 13% | -3% | -2%
COc1cc(/C=N/n2c(-c3ccccc3)n[nH]c2=S)ccc1O | -34% | -2 | 745 | . | -1% | -1.6% | i | 0.3 | -5% | -9% | -2%
Cc1ccc(C)c(OCCC(=O)OCC(=O)N2CCN(c3ccccc3)CC2)c1 | 4% | -7 | 767 | . | -6% | -0.8% | ? | . | -1% | -3% | -3%
COc1cc(/C=C/C(=O)NCCc2ccc(S(N)(=O)=O)cc2)ccc1OCC#N | 38% | 1 | 650 | . | 0% | 0.6% | i | 0.9 | 3% | -1% | 22%
CCOC(=O)Nc1cc(OCC)c(NC(=O)C2CC2)cc1OCC | -13% | 2 | 683 | -2.8% | 0% | -1.5% | i | 7.4 | 12% | -4% | 2%
CC(C)CNS(=O)(=O)c1ccc(OCC(=O)NCc2ccco2)cc1 | 0% | -26 | 705 | -11% | -1% | 0.9% | i | 0.5 | -3% | -1% | 3%
CN(C)N=Nc1ccc(S(=O)(=O)NC(=O)Cc2ccccc2)cc1 | -2% | 5 | 835 | . | -13% | -0.1% | i | 1.2 | 9% | -4% | -2% | Dengue-2 NS5 capping pilot replicate=-3.3
CCC1(C(=O)c2ccccc2)C(c2ccc([N+](=O)[O-])cc2)C1(C(=O)OC)C(=O)OC (centres undefined) | 5% | 7 | 578 | -1.0% | 2% | 0.6% | i | 0.4 | -6% | -1% | 10%
Cn1c(=O)c2c([nH]c(=O)n2C)n(C)c1=O | 5% | 0 | 740 | -6.2% | -6% | 1.4% | i | 1.0 | 5% | -6% | -3%
CC(C)Cn1c(N)c(C(=O)NCC2CCCO2)c2nc3ccccc3nc21 (centres undefined) | -6% | . | . | -16% | -4% | 12% | + | 0.7* | -8% | -25% | -2%
COc1cc2c(=O)n(CCC(=O)NCC3CCCO3)c(=O)n(CC(=O)Nc3ccccc3C)c2cc1OC (centres undefined) | 5% | 1 | 808 | . | 2% | 1.2% | i | 0.5 | 10% | -2% | -1%
O=C(NNC(=S)Nc1ccccc1Cl)c1ccncc1 | -36% | -1 | 732 | . | -5% | -1.9% | i | 0.6 | -6% | -2% | 7%
CCCc1nc2c(=O)n(C)c(=O)[nH]c2n1CCC | -21% | 9 | 782 | -4.6% | -2% | -0.1% | i | 0.5 | -4% | -2% | 0%
COc1cc(NC(=O)COc2cc3oc(=O)cc(C)c3cc2Cl)cc(OC)c1OC | 9% | 15 | 711 | . | -10% | 2.3% | i | 2.5 | 40% | -5% | 3%
CC1(C)Cc2c(cnn2-c2ccccc2)C(NC(=O)C2(C(N)=O)CC2)C1 (centres undefined) | 27% | 11 | 859 | . | -1% | -1.2% | + | 1.9* | 3% | -9% | 9%
CCN(CC(=O)Nc1ccc(Br)c(C)c1)CC(=O)NC(C)C | -9% | -25 | 734 | -4.4% | -6% | -1.0% | i | 0.9 | -9% | 4% | -1%
CCOc1ccc(-c2cc(C(=O)NCCCN3CCCC3)c3ccccc3n2)cc1 | 26% | -44 | 721 | . | -13% | -0.4% | i | 3.7 | 32% | -18% | -10%
COc1ccc(CN=C(NS(=O)(=O)c2cccs2)SC)cc1 | -9% | -13 | 619 | -4.7% | -7% | 1.4% | i | 0.7 | 18% | -6% | 11%
COc1ccc(OC)c(C(=O)CSc2nnnn2C)c1 | -21% | . | . | -7.2% | -7% | 4.2% | i | 1.1 | 1% | 4% | 0%
Fc1ccccc1CNC(=S)Nc1cccc(C(F)(F)F)c1 | -2% | -6 | 627 | -3.5% | 2% | 3.5% | i | 6.6 | -10% | -6% | -2%
O=C(O)CC1(CC(=O)Nc2ccc3c(c2)C(=O)OC3)CCCCC1 | -4% | -5 | 729 | . | -4% | -1.2% | i | 0.6 | 12% | . | -2%
Cc1cc(-n2c(C)cc(C(=O)CSc3nc(N)cc(=O)[nH]3)c2C)no1 | 11% | -5 | 715 | . | -14% | 4.3% | i | 0.8 | 19% | 5% | -1%
Cc1ccccc1C1c2[nH]c3ccccc3c2C[C@H]2C(=O)N(C3CCN(Cc4ccccc4)CC3)CC(=O)N12 (some centres undefined) | 8% | 24 | 748 | . | -5% | 1.8% | i | 0.2 | -2% | -14% | -3%
CCCNC(=O)C1=C(C)C(=O)OC12CCC(C)CC2 (centres undefined) | 6% | 12 | 638 | -0.2% | -6% | 2.5% | i | 1.7 | 0% | 1% | 2%
CC1CCc2nc(/C(C#N)=C/c3cccnc3)sc2C1 (centres undefined) | 27% | 10 | 667 | -16% | -4% | -0.3% | i | 0.2 | -113% | 5% | -4%
COc1ccccc1CN1CCNC(=O)C1CC(=O)NCc1cn(C)nc1C (centres undefined) | -9% | 12 | 716 | -0.3% | -5% | 0.7% | i | 0.3 | -23% | -9% | -5%
CC1(C)C(=O)OC(c2cccn2-c2ccc([N+](=O)[O-])cc2)C(C)(C)C1=O (centres undefined) | -1% | 8 | 621 | -1.7% | -7% | -0.7% | i | 0.5 | 7% | -3% | 3%
CC(C)c1nc(SCC(=O)N2CCCCCC2)c2c(=O)n(C)c(=O)n(C)c2n1 | 0% | -1 | 705 | . | -10% | -1.9% | i | 0.5 | 16% | 0% | 4%
Cc1c(Br)cc(C(=O)NCc2ccco2)c(C)c1C | 7% | -39 | 743 | -4.5% | -5% | 9.2% | i | 1.0 | 8% | -1% | 0%
COc1ccc(Br)cc1-c1nc(C)c(C(C)=O)n1O | 18% | -6 | 719 | -1.1% | -6% | 1.0% | i | 0.8 | -5% | -8% | 7%
COc1ccccc1N1CCN(C(=O)c2cc3c(-c4ccc(Cl)cc4)nn(C)c3s2)CC1 | 33% | . | . | -3.5% | 8% | 6.2% | i | 3.7 | 3% | -6% | -2%
COc1cccc(CN2C[C@]34C=C[C@@H](C[C@@H]3S2(=O)=O)O4)c1 | 7% | 12 | 635 | . | -5% | 0.8% | i | 1.4 | -4% | 1% | -8%
CCN(CC)c1ccc2c(C)c(CO)c(=O)oc2c1 | 21% | 17 | 705 | -5.4% | -3% | -1.8% | i | 0.2 | -1% | 11% | 3%
N#Cc1cccc(-n2nnnc2-c2ccc3c(c2)OCO3)c1 | 3% | -5 | 773 | -2.4% | 2% | -0.9% | i | 0.7 | -20% | -9% | 3%
CCCCN(C)C(=O)c1cc2cc([N+](=O)[O-])cc(OC)c2oc1=O | 8% | 1 | 732 | -6.9% | -3% | -1.3% | i | 0.4 | -2% | -5% | 0%
CC(=O)c1cccc(NC(=O)N2CCCc3ccccc32)c1 | 6% | 14 | 793 | -8.0% | -7% | -1.3% | i | 6.7 | -4% | 2% | -3%

Among those listed so far, these have a halogen:
SMILES | AID2073 | Lipid droplet | Lipid droplet cells 6.5 µM | XIAP displacement | LYP phosphatase | HIV fusion peptide | Myeloid diff 2 | Myeloid diff 2 GFP+ MAC1+ % | NOD2 inhibition | Dengue-2 NS5 capping | SIAH1 antagonists | others
O=C(/C=C/c1ccc(Cl)cc1)NCCCN1CCOCC1 | 2% | -9 | 829 | . | -6% | -0.1% | i | 1.3 | 7% | -7% | 0%
O=C(CN1C(=O)c2cccnc2Oc2ccc(Cl)cc21)NCCc1ccccc1 | 12% | -3 | 730 | . | -8% | -1.1% | i | 2.6 | 13% | -3% | -2%
O=C(NNC(=S)Nc1ccccc1Cl)c1ccncc1 | -36% | -1 | 732 | . | -5% | -1.9% | i | 0.6 | -6% | -2% | 7%
COc1cc(NC(=O)COc2cc3oc(=O)cc(C)c3cc2Cl)cc(OC)c1OC | 9% | 15 | 711 | . | -10% | 2.3% | i | 2.5 | 40% | -5% | 3%
CCN(CC(=O)Nc1ccc(Br)c(C)c1)CC(=O)NC(C)C | -9% | -25 | 734 | -4.4% | -6% | -1.0% | i | 0.9 | -9% | 4% | -1%
Fc1ccccc1CNC(=S)Nc1cccc(C(F)(F)F)c1 | -2% | -6 | 627 | -3.5% | 2% | 3.5% | i | 6.6 | -10% | -6% | -2%
Cc1c(Br)cc(C(=O)NCc2ccco2)c(C)c1C | 7% | -39 | 743 | -4.5% | -5% | 9.2% | i | 1.0 | 8% | -1% | 0%
COc1ccc(Br)cc1-c1nc(C)c(C(C)=O)n1O | 18% | -6 | 719 | -1.1% | -6% | 1.0% | i | 0.8 | -5% | -8% | 7%
COc1ccccc1N1CCN(C(=O)c2cc3c(-c4ccc(Cl)cc4)nn(C)c3s2)CC1 | 33% | . | . | -3.5% | 8% | 6.2% | i | 3.7 | 3% | -6% | -2%

This is a subset; the hit share may differ from the screen's.
